# Dynein cargo inh: dynein cargo transport inhibition; 3617.4 mouse cells, GR-EGFP nuclear translocation imaging; test concentration mostly 20 µM; stimulated with dexamethasone, 1 µM; hits give low values; 220,000 compounds, 0.47% hits; z-score, hits read low; AID 1381;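 active means plate z-score of nuclear minus cytoplasmic receptor signal below a set negative limit, without overly bright fluorescence or cell loss, cut at about -3.5 in these data, passing the limit was not always enough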;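 further: z-score of nuclear minus cytoplasmic ring GR-EGFP intensity difference per well; some compounds called inactive have numbers as strong as hits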
#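 Schedule: 48 h induction, then 1 h compound, then 30 min agonist, 37 °C. Buffer or medium: tetracycline-free induction medium containing charcoal-stripped FBS. Reagent: 1.0 µM final dexamethasone stimulus. Evaluation: nuclear versus cytoplasmic GR-EGFP signal, averaged per well. Signal: high-content fluorescence imaging after fixation.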
# Dynein cargo inh cytoplasmic EGFP: also measured in Dynein cargo inh; calls as there; z-score; measured here: cytoplasmic GR-EGFP intensity; hits give high values
# Dynein cargo inh nuclear GR-EGFP: also measured in Dynein cargo inh; calls as there; z-score; measured here: nuclear GR-EGFP intensity;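 lower value marks the stronger effect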
# Dynein cargo inh cell count: recorded beside Dynein cargo inh, whose call it bears; z-score; measured here: cell count per field
# Numbers without * were called inactive. An excerpt, so the mix of outcomes need not match the whole.
SMILES,Dynein cargo inh,Dynein cargo inh cytoplasmic EGFP,Dynein cargo inh nuclear GR-EGFP,Dynein cargo inh cell count
Cc1ccc(N2C(=O)c3oc4ccccc4c(=O)c3C2c2cccc(O)c2)nc1 (centres undefined),-0.35,-0.24,-0.11,0.017
O=c1[nH]c(CN2CCCCC2)nc2c1C1(CCCC1)Cc1ccccc1-2,0.59,-0.26,0.63,-0.7
CCOC(=O)c1ccc2c(c1)N(CC)/C(=C\C=C1/SC(=S)N(CC)C1=O)N2CC,-6*,0.15*,-3.3*,-0.98*
CCCn1c(=O)c2ccccc2n2c(SCc3cc(=O)n4ccsc4n3)nnc12,-0.36,0.05,0.13,-0.0025
Cc1cc(C)nc(N2CCC(C(=O)NC3CCCCCC3)CC2)n1,0.98,-0.2,0.56,-1.3
COc1ccc(-n2c3c(cc(C(=O)Nc4ccc(C)cc4)c2=O)C(=O)CCC3)cc1,0.37,-0.19,0.19,-0.04
CCOC(=O)N1CCC(NC(=O)C2CCC(Cn3c(=O)[nH]c4ccccc4c3=O)CC2)CC1 (centres undefined),-0.66,-0.26,-0.14,-0.17
Cc1cc(NC(=O)CCC(=O)N(CC2CCCO2)C(C(=O)NC2CCCC2)c2ccccc2C)no1 (centres undefined),-0.29,-0.26,0.075,-0.22
O=C(c1ccc2c(c1)C(=O)N(c1ccc(Cl)cc1)C2=O)N1CCN(c2ccccn2)CC1,0.48,-0.55,0.16,0.48
Cc1ccc(C(=O)N2CCN(C(=O)c3ccc(C)c(C)c3)C(C)C2)cc1C (centres undefined),-0.76,-0.22,-0.4,-0.3
CCOC(=O)c1c(NC(=O)CSc2nnc(-c3ccncc3)n2Cc2ccco2)sc(C(C)=O)c1C,1.2,-0.25,0.64,0.42
Cn1c(=O)c2c(nc(CN3CCc4ccccc4C3)n2Cc2ccc(F)cc2)n(C)c1=O,-1.2,-0.23,-0.59,-0.099
O=C(Nc1ccccc1Sc1ccccc1)c1ccccc1F,0.98,-0.18,1.2,0.24
O=C(Nc1ccc(-c2nnc(-c3ccccc3)o2)cc1)c1ccc(Br)o1,0.59,0.13,1.1,-2.4
CC(C)(C(=O)c1ccccc1)/[N+]([O-])=C/c1ccccc1,-0.088,0.66,0.21,-0.86
COc1c(Cl)cc(Cl)cc1C(=O)Nc1ccccc1N1CCN(C(C)=O)CC1,0.052,-0.19,0.057,0.55
Cn1c(=O)c2c(nc(CN3CCN(c4ccccc4)CC3)n2CCc2ccccc2)n(C)c1=O,0.94,-0.21,0.54,-0.65
COCCn1nnnc1CN(CCc1ccccc1)Cc1cc2cc(OC)ccc2[nH]c1=O,1.3,-0.22,0.62,0.2
Cn1c(-c2ccccc2Br)n[nH]c1=S,-0.88,-0.26,-0.66,1.4
Cc1cccc(-c2c3c(=O)n(C)c(=O)n(C)c3cn2-c2ccc(O)cc2)c1,1.4,-0.23,0.55,-0.02
Cc1c(NC(=O)CC2CC(C)OC2=O)c(=O)n(-c2ccccc2)n1C (centres undefined),2.2,-0.19,0.92,-0.11
O=C(NC1(C(F)(F)F)C(=O)Nc2c1c(=O)[nH]c(=O)n2-c1ccccc1)c1ccncc1 (centres undefined),-0.092,-0.17,0.8,-0.65
CCOC(=O)N1CCN(Cc2nc(-c3ccc(OC)cc3)no2)CC1,-0.27,-0.11,0.4,-0.65
Cc1ccc(-c2nc3cccnc3s2)cc1NC(=O)c1ccco1,-0.68,0.045,-0.027,1.3
C=CCn1c(=N)c(C(=O)OCC)cc2c(=O)n3cccc(C)c3nc21,0.49,-0.1,0.66,-0.17

# Two records picked at random from those above, as already listed:
SMILES,Dynein cargo inh,Dynein cargo inh cytoplasmic EGFP,Dynein cargo inh nuclear GR-EGFP,Dynein cargo inh cell count
Cc1cc(C)nc(N2CCC(C(=O)NC3CCCCCC3)CC2)n1,0.98,-0.2,0.56,-1.3
O=C(Nc1ccc(-c2nnc(-c3ccccc3)o2)cc1)c1ccc(Br)o1,0.59,0.13,1.1,-2.4

# Next section.
SMILES,Dynein cargo inh,Dynein cargo inh cytoplasmic EGFP,Dynein cargo inh nuclear GR-EGFP,Dynein cargo inh cell count
Cn1c(-c2ccc(C(=O)c3ccccc3)s2)nc2ccccc21,-0.078,0.81,0.27,-2.1
Nc1nnc(C(=O)c2ccccc2N)s1,-0.18,-0.17,0.52,-1.4
O=C(CSc1nc(N2CCCCC2)nc(N2CCCCC2)n1)NC1CCCCC1,1.2,0.032,0.93,0.3
CN(C)CCCN1C(=O)C(=O)/C(=C(/O)c2ccc3c(c2)OCO3)C1c1ccccn1 (centres undefined),0.26,-0.25,0.37,0.19
CCOc1cc(S(=O)(=O)NCc2ccccc2)c(OCC)cc1-n1cnnn1,4.2,0.24,2.4,-2.7
Cc1ccc(NCc2nnc(SCC(=O)N3CCCCC3)n2CC2CCCO2)c(C)c1 (centres undefined),0.78,0.023,0.6,0.84
O=C(c1ccc2c3c(cccc13)CC2)N1CCN(c2ncccn2)CC1,-0.084,-0.25,0.097,-0.29
CSc1ccc(CN2CCC(O)CC2)cc1,-0.014,-0.24,-0.68,0.76
COc1ccc(/C=C/C(=O)c2cc(F)ccc2OC(=O)c2ccccc2)cc1OC,-2,0.3,-0.72,-0.74
O=C(CN1C(=O)CCC1=O)Nc1nc2c(F)cc(F)cc2s1,-0.36,-0.17,-0.046,-0.23
C#CCSc1nnc(-c2cccc3ccccc23)o1,-0.55,-0.38,-0.45,1.4
O=C(O)C1CCC(CNCc2cccnc2)CC1 (centres undefined),-0.62,0.41,0.32,-0.74
Cc1cccc(NC(=O)c2cnc3sccn3c2=O)n1,2.1,-0.33,1.6,0.39
Cc1nc(Nc2nc(=O)c3ccccc3n2C)nc2c(C)cccc12,-0.73,-0.035,0.18,0.89
CC(C)(C(=O)c1ccccc1)/[N+]([O-])=C/c1ccccc1F,-0.29,-0.13,0.0099,-0.16
Brc1ccc(C2=Nn3c(nnc3-c3ccncc3)SC2)cc1,-0.87,-0.042,0.21,0.51
Cc1ccc(-c2cc(-c3ccccc3)nc(N/N=C/c3cccnc3)n2)cc1,0.016,0.037,0.21,-0.7
CC(=O)N1CCc2cc(S(=O)(=O)NCCC3=CCCCC3)ccc21,-0.71,-0.28,-0.42,0.18
COc1ccc(OC)c(NC(=S)NCc2ccco2)c1,0.025,-0.096,0.56,0.93
CCOC(=O)c1nc2cc3n(c(C)c-2c1C)C(C)C(CC)=C3C (centres undefined),-0.35,-0.22,0.23,-1.1
CN(C)CCNC(CC(=O)Nc1ccc(Cl)c(Cl)c1)C(=O)O (centres undefined),-1.2,-0.25,-0.71,1.8
CCOC(=O)c1cc(-c2nnc(-c3cc(OC)c(OC)c(OC)c3)o2)c(C)nc1C,-1,-0.05,-0.62,1.3
Cc1nc2ccccc2c(=O)n1NC(=O)Cc1ccccc1,-0.057,-0.25,-0.097,1.4
COc1ccccc1C1/C(=C(\O)c2c(C)nc3c(C)cccn23)C(=O)C(=O)N1CCCN(C)C (centres undefined),-0.71,-0.09,-0.065,1.7
CCOC(=O)Cn1c(CN(C)Cc2ccccc2)nc2c1c(=O)n(C)c(=O)n2C,-0.41,-0.033,0.13,0.41

# New compounds follow:
SMILES,Dynein cargo inh,Dynein cargo inh cytoplasmic EGFP,Dynein cargo inh nuclear GR-EGFP,Dynein cargo inh cell count
Clc1ccc2c(Cl)c(-c3nnc(-c4ccccc4)o3)sc2c1,1.5,-0.24,1,-0.041
CCCC(=O)Nc1cc(-c2nnc(OC)c3ccccc23)ccc1N1CCOCC1,2.8,-0.21,1.5,-0.64
CC(C)CC(=O)N1CCN(c2ccc([N+](=O)[O-])c(NCc3ccccc3)c2)CC1,0.013,-0.19,-0.29,0.64
O=C(/C=C/Nc1cccc([N+](=O)[O-])c1)c1ccco1,-0.38,-0.12,-0.045,0.4
CN=C1S/C(=C\c2cccn2-c2cccc(Br)c2)C(=O)N1C,0.3,-0.17,0.056,0.071
Nc1ccc2c(c1)CCC2=O,1.5,0.49,1.6,-0.18
Cc1noc(/C=C/N(C)C)c1S(=O)(=O)N1CCCC(C(=O)N2CCc3ccccc32)C1 (centres undefined),0.28,-0.0074,0.34,-0.63
CCOc1nnnc2c1sc1nc(N3CCOCC3)c3c(c12)CC(C)(C)OC3,-0.78,0.066,-0.36,-0.011
CCC1(C)Cc2c(sc3c2c(=O)n(C)c2nnc(SCC(=O)c4ccc(Cl)cc4)n32)CO1 (centres undefined),0.25,-0.23,0.11,0.44
Cc1coc2c(C)c3oc(=O)cc(-c4ccccc4)c3cc12,0.24,-0.18,-0.18,-0.14
CC12CCC(C(=O)N3CCN(C(=O)C45CCC(C)(C(=O)O4)C5(C)C)CC3)(OC1=O)C2(C)C,-0.48,-0.25,-0.054,0.16
CC(C)(C)C(=O)N1CCN(c2ccc([N+](=O)[O-])cc2Cl)CC1,0.5,-0.19,0.12,-0.84
O=C(NCC(=O)N(c1ccccc1)C(C(=O)NC1CCCC1)c1ccncc1)c1ccco1 (centres undefined),-0.88,-0.22,-0.68,0.92
CCc1nc(SCc2nnc(-c3ccc(C)cc3)o2)c2c(C)c(C)sc2n1,-0.82,-0.26,-0.44,0.13
COc1ccccc1C(=O)Nc1cc(-c2nn3c(C)nnc3s2)ccc1C,2.1,-0.01,1.7,-1
CC1(C)CC(=O)C=C(NC2CCS(=O)(=O)C2)C1 (centres undefined),0.26,-0.13,0.55,0.084
CN1C(=O)CC(N2CCN(c3ccccc3)CC2)C1=O (centres undefined),0.59,-0.11,0.034,0.5
CCOC(=O)CSc1snnc1C,0.49,-0.21,-0.058,-0.25
CCn1c(SCC(=O)N2c3ccccc3Sc3ccc(Cl)cc32)nc2c1c(=O)n(C)c(=O)n2C,0.3,-0.25,-0.017,0.49
COc1ccc(C2c3c(oc4ccccc4c3=O)C(=O)N2Cc2ccncc2)cc1OC (centres undefined),-0.75,0.24,-0.11,0.51
Cc1ccccc1OCCn1cc(C(=S)N2CCCC2)c2ccccc21,-0.61,-0.21,-0.61,1.4
Cc1cc(C(=O)N2CCN(c3ncccn3)CC2)sc1-c1ccccc1,-0.53,-0.071,-0.12,0.79
Cc1[nH]n2c(=O)cc(-c3ccc([N+](=O)[O-])cc3)nc2c1-c1ccccc1,-0.61,-0.16,-0.078,0.36
COCCn1c(C)cc(C(=O)CSc2nc(C)nc3sc4c(c23)CCC4)c1C,-0.21,-0.2,-0.004,-1
CCCCC(=O)NCCc1cc2c(C)ccc(C)c2[nH]c1=O,-0.87,-0.29,-0.46,1.3
Cc1cc(C(F)(F)F)nn1CC(=O)N(C)C1CCCCC1,-0.18,-0.28,-0.085,0.27
CCN1CCN(c2oc(-c3ccc(OC)cc3)nc2C#N)CC1,0.16,-0.23,-0.28,-1
CN=C1S/C(=C\c2cn(C(C)=O)nc2-c2ccccc2)C(=O)N1C,1.5,-0.23,1,0.51
O=C1CC(SCCc2nc3ccccc3[nH]2)C(=O)N1c1ccc(F)c(Cl)c1 (centres undefined),-0.93,-0.11,-0.38,0.1

# Single entries from the list:
# Cc1coc2c(C)c3oc(=O)cc(-c4ccccc4)c3cc12 | Dynein cargo inh nuclear GR-EGFP: -0.18
# COCCn1c(C)cc(C(=O)CSc2nc(C)nc3sc4c(c23)CCC4)c1C | Dynein cargo inh cell count: -1
# CCOC(=O)CSc1snnc1C | Dynein cargo inh cell count: -0.25
# CC(C)(C)C(=O)N1CCN(c2ccc([N+](=O)[O-])cc2Cl)CC1 | Dynein cargo inh cell count: -0.84
# CC(C)CC(=O)N1CCN(c2ccc([N+](=O)[O-])c(NCc3ccccc3)c2)CC1 | Dynein cargo inh cytoplasmic EGFP: -0.19
# CC1(C)CC(=O)C=C(NC2CCS(=O)(=O)C2)C1 (centres undefined) | Dynein cargo inh cytoplasmic EGFP: -0.13

# Filtered by structure: those above containing a thiophene ring, fused or not.
SMILES,Dynein cargo inh,Dynein cargo inh cytoplasmic EGFP,Dynein cargo inh nuclear GR-EGFP,Dynein cargo inh cell count
CCOC(=O)c1c(NC(=O)CSc2nnc(-c3ccncc3)n2Cc2ccco2)sc(C(C)=O)c1C,1.2,-0.25,0.64,0.42
Cn1c(-c2ccc(C(=O)c3ccccc3)s2)nc2ccccc21,-0.078,0.81,0.27,-2.1
Clc1ccc2c(Cl)c(-c3nnc(-c4ccccc4)o3)sc2c1,1.5,-0.24,1,-0.041
CCOc1nnnc2c1sc1nc(N3CCOCC3)c3c(c12)CC(C)(C)OC3,-0.78,0.066,-0.36,-0.011
CCC1(C)Cc2c(sc3c2c(=O)n(C)c2nnc(SCC(=O)c4ccc(Cl)cc4)n32)CO1 (centres undefined),0.25,-0.23,0.11,0.44
CCc1nc(SCc2nnc(-c3ccc(C)cc3)o2)c2c(C)c(C)sc2n1,-0.82,-0.26,-0.44,0.13
Cc1cc(C(=O)N2CCN(c3ncccn3)CC2)sc1-c1ccccc1,-0.53,-0.071,-0.12,0.79
COCCn1c(C)cc(C(=O)CSc2nc(C)nc3sc4c(c23)CCC4)c1C,-0.21,-0.2,-0.004,-1
